PostGolgi ctrl: growth inhibition of yeast control strain, primary screen, counter-screen for post-Golgi transport modulator project; efflux-deficient yeast background strain, growth absorbance A615, 16 h; AID 738, 2007; inhibition, % at 10 µM; 5% of 98,000 active
sEH inh: soluble epoxide hydrolase inhibitors, primary screen, biochemical, human sEH; Bifunctional epoxide hydrolase 2 (Homo sapiens), P34913; recombinant human sEH enzymatic activity assay; inhibition, % at 2 µM; 0.34% of 91,000 active; AID 707, 2007; in the data active = inhibition above about 80%; also: values of inactives mirror those of a sister screen read the other way; many of its hits are not listed in these tables
Target sequence (P34913 whole entry, looked up): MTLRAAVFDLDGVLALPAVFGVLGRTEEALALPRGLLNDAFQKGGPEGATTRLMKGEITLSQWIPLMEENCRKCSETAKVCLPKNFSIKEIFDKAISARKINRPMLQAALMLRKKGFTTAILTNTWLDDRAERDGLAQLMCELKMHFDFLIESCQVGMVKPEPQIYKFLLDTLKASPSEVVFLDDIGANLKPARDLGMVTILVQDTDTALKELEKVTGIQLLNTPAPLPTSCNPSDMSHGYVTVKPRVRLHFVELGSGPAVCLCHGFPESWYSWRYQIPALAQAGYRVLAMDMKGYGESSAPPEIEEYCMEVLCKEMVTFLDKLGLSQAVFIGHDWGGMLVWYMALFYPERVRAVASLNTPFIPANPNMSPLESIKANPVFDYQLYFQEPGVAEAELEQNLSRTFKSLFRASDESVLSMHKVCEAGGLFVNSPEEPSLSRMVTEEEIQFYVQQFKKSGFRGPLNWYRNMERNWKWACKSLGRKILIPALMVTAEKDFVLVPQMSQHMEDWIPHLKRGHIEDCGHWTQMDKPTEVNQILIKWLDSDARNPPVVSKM
PostGolgi yeast: phenotypic screen on post-Golgi transport, primary screen; 0.9% of 98,000 active; AID 739, 2007; post-Golgi transport phenotypic cell assay; inhibition, % at 10 µM;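 also: yeast cells grown in 1536-well plates; yeast grown about 18 h at 30C before absorbance read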
Ecoli WT expand: growth inhibitors of wild-type E. coli, primary screen, strain BW25113, expanded library, OD600; 0.15% of 98,000 active; AID 710, 2007; OD600 absorbance; growth inhibition, % at 100 µM;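 active = growth inhibition above about 50% at one test dose, limit read from the data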;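 also: growth measured after 20 h incubation at 37 °C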
CD11b adhes inh: inhibitors of CD11b/CD18 adhesion to fibrinogen, primary screen, K562 cells, luminescence. ATPlite luminescence; Mn2+ added to activate the integrin. inhibition, % at 10 µM. 0.54% of 93,000 active. AID 1497, 2009;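 active = primary inhibition of 50% or more at 10 µM, then 40% or more on retest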; also: some results filed as inactive read as strong as hits
PLAP act: PLAP enzyme activators, biochemical, luminescence, HTS | Alkaline phosphatase, placental type (Homo sapiens), P05187 | purified PLAP enzyme, luminescent substrate read-out; hits give high values | activation fold at 20 µM | 1.2% of 96,000 active | AID 696, 2007; in the data active = activation fold above about 2
S1P2 agonist: S1P2 receptor agonists, primary screen, cell-based; 0.46% of 97,000 active; Sphingosine 1-phosphate receptor 2 (Homo sapiens), O95136; AID 729, 2007; S1P2-expressing cell line, agonist reporter read-out; activation, % at 4.5 µM; in the data active = activation above about 16%;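 also: 0% = vehicle low control and 100% = maximal reference agonist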
Target sequence (O95136 whole entry, looked up): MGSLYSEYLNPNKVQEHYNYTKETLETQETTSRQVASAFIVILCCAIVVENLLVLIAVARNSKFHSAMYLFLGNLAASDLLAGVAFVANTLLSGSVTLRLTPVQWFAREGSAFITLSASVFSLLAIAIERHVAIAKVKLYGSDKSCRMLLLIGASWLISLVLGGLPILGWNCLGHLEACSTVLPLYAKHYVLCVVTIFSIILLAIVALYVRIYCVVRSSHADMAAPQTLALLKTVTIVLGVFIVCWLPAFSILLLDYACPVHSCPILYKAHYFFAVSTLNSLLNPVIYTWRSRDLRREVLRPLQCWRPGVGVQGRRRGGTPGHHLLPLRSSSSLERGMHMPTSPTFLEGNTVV
sEH activator: soluble epoxide hydrolase activators, primary screen, biochemical, human sEH; Bifunctional epoxide hydrolase 2 (Homo sapiens), P34913; 0.04% of 91,000 active; AID 717, 2007; purified human sEH enzymatic activity, activator screen; activation, % at 2 µM; in the data active = activation above about 37%; also: values of inactives mirror those of a sister screen read the other way
S1P2 blocker: human S1P2 receptor antagonists, primary screen, cell-based; 0.21% of 97,000 active; cell-based S1P2 antagonist assay, inhibition at 5 uM; Sphingosine 1-phosphate receptor 2 (Homo sapiens), O95136; inhibition, % at 5 µM; in the data active = inhibition above about 45%;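 also: CRE beta-lactamase reporter cells expressing human S1P2 stimulated with S1P; 0% = agonist at EC80 alone and 100% = agonist plus reference antagonist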
Active calls of the source: *; nt = not tested or not shown. Rule as the data show it, unless noted: active = inhibition above about 30%; inactive = the rest.

SMILES	PostGolgi ctrl	sEH inh	PostGolgi yeast	Ecoli WT expand	CD11b adhes inh	PLAP act	S1P2 agonist	sEH activator	S1P2 blocker
O=C(Nc1cccc(C(=O)N2CCCC2)c1)c1ccccc1Cl	-3	4	-1	0	-3	1	1	-5	-42
CC(=O)c1ccc(N2CCN(C(=O)c3ccc(NC(=O)C4CCCO4)cc3)CC2)cc1 (stereo not drawn)	-2	nt	-12	2	-7	1.3	nt	nt	nt
Cc1cc(=O)oc(C)c1C(=O)NCCNC(=O)c1c(C)cc(=O)oc1C	9	nt	6	1	-5	1.2	0	nt	14
CCOC(=O)c1[nH]c(C(=O)O)c(CCN(CC)CC)c1C	3	-14	-2	1	-6	1	-6	13	13
CCOc1ccc(C(=O)N2CCCC2C(=O)O)cc1 (stereo not drawn)	-5	-5	13	0	6	1.1	-2	5	6
Cn1ncc2c1ncn1nc(CCc3ccccc3)nc21	4	nt	-6	0	-2	1.2	-5	nt	19
CC1CCCCC1NC(=O)Cn1ncc2ccccc21 (stereo not drawn)	13	-5	-2	-2	0	0.9	-10	4	13
O=C(CSc1ccc(-c2ccc(F)cc2)nn1)NCc1ccco1	nt	-13	nt	nt	nt	nt	-4	14	-1
Cc1nnc(NC(=O)COc2ccc3c(C)cc(=O)oc3c2)s1	-2	-9	-3	-4	7	1.8	0	10	-2
S=C(Nc1ccc(N2CCOCC2)cc1)Nc1ccc2nc(-c3ccco3)c(-c3ccco3)nc2c1	7	1	3	-18	-3	1.4	-6	0	-2
CC1CCCCN1c1nnc(NC(=O)Cn2c(=O)oc3ccccc32)s1 (stereo not drawn)	6	3	-3	2	-14	1.1	-3	-4	6
COc1ccc(C(=O)Nc2ccc(OCc3ccccc3)cc2)cc1[N+](=O)[O-]	0	10	-4	-8	nt	1.1	-7	-10	-18
CCOC(=O)CCCn1nc(C)n2c(cc3sccc32)c1=O	nt	6	nt	nt	nt	nt	-8	-3	3
CCOC(=O)C1CCCN(Cc2ccccc2Cl)C1 (stereo not drawn)	12	-4	-7	-1	-13	0.9	-4	4	0
Cn1cc(S(=O)(=O)N2CCN(c3cccc(C(F)(F)F)c3)CC2)c(=O)n(C)c1=O	4	-2	-9	4	3	1.2	-5	2	-2
CCOC(=O)C(C)CC(C)C(=O)N1CCOCCN(C(=O)C(C)CC(C)C(=O)OCC)CCOCC1 (stereo not drawn)	3	12	15	10	nt	1.4	-6	-10	2
CCc1cc2c(-c3ccccc3)cc(=O)oc2c(CN2CCOCC2)c1O	18	nt	-6	-6	8	1.3	-8	nt	-4
Cn1c(CN2CCCC2)nc2cc(NS(=O)(=O)c3ccc(Cl)cc3)ccc21	6	-4	-8	4	-2	1.4	-2	7	-3
CC(C)c1cc(NCC2CCCO2)n2c(nc3ccccc32)c1C#N (stereo not drawn)	4	-8	-6	4	5	1.5	5	10	-37
COc1ccc(-c2cc(C(=O)Nc3ccccc3SC)no2)cc1	-2	7	1	-4	-6	0.8	-5	-9	5
CC(C)(C)c1ccc2c(c1)N(CC(=O)O)C(=O)CO2	-2	4	1	4	-9	1.2	-6	-4	20
CCc1nnc(NC(=O)c2cccc(OC)c2)s1	17	9	-1	12	-3	1.1	-3	-9	8
COc1ccc(N(C)C(=O)c2ccc3nc(-c4ccccc4)c(-c4ccccc4)nc3c2)cc1	10	-1	-2	-23	10	1.4	-4	2	-22
CCCCOc1ccc(C2(C(=O)O)CCCC2)cc1	0	11	5	0	-11	1.1	2	-7	12
c1ccc2sc(C3CCN(Cc4nnnn4Cc4ccc5c(c4)OCO5)CC3)nc2c1	nt	1	nt	nt	nt	nt	-6	-1	-14

Arranged by number of heavy atoms (low to high): some entries from above.
SMILES	PostGolgi ctrl	sEH inh	PostGolgi yeast	Ecoli WT expand	CD11b adhes inh	PLAP act	S1P2 agonist	sEH activator	S1P2 blocker
CCc1nnc(NC(=O)c2cccc(OC)c2)s1	17	9	-1	12	-3	1.1	-3	-9	8
O=C(Nc1cccc(C(=O)N2CCCC2)c1)c1ccccc1Cl	-3	4	-1	0	-3	1	1	-5	-42
S=C(Nc1ccc(N2CCOCC2)cc1)Nc1ccc2nc(-c3ccco3)c(-c3ccco3)nc2c1	7	1	3	-18	-3	1.4	-6	0	-2

Two records picked at random from those above:
SMILES	PostGolgi ctrl	sEH inh	PostGolgi yeast	Ecoli WT expand	CD11b adhes inh	PLAP act	S1P2 agonist	sEH activator	S1P2 blocker
CCOC(=O)c1[nH]c(C(=O)O)c(CCN(CC)CC)c1C	3	-14	-2	1	-6	1	-6	13	13
Cc1cc(=O)oc(C)c1C(=O)NCCNC(=O)c1c(C)cc(=O)oc1C	9	nt	6	1	-5	1.2	0	nt	14

Next part:
SMILES	PostGolgi ctrl	sEH inh	PostGolgi yeast	Ecoli WT expand	CD11b adhes inh	PLAP act	S1P2 agonist	sEH activator	S1P2 blocker
Cn1c(CNC(=O)Cc2ccc3c(c2)OCO3)nnc1SCc1ccccc1	9	8	3	1	11	1.2	-2	-8	23
CCNC(=O)c1ccc(NS(=O)(=O)c2ccccc2)cc1	-2	10	-7	4	-16	1	-1	-12	-17
CCCc1cc(=O)[nH]c(SCc2cc(Cl)ccc2OC(F)F)n1	28	nt	2	10	nt	1	-2	nt	-19
Cc1ccc(-c2[nH]c3ccccc3c2C(C[N+](=O)[O-])c2ccco2)cc1 (stereo not drawn)	30*	-7	3	-8	39	1.2	-3	6	-2
COc1ccc(C2=C(N)c3ccccc3C2=O)cc1	-4	5	9	6	8	1.1	-1	-4	-14
CCn1c(NC(=O)c2ccco2)c(-c2ccccc2Cl)c(=O)c2ccccc21	6	6	-5	1	-20	0.9	-9	-6	8
N#Cc1c(N)oc(-c2ccco2)c1-c1ccco1	2	-4	3	-3	-3	0.9	-7	5	-6
CC(NS(=O)(=O)c1ccccc1)C(c1cccs1)N1CCN(c2ccccc2)CC1 (stereo not drawn)	39*	nt	-5	-8	19	1.2	-8	nt	15
O=c1cc(CSc2nnc(-c3ccco3)o2)c2ccccc2[nH]1	-2	-9	-8	-2	12	1.4	-11	7	1
CCOC(=O)N1CCC(NC(=O)CS(=O)(=O)Cc2nc(-c3cccc(OC)c3)oc2C)CC1	0	0	-7	-2	-2	1.5	-4	-1	-10
COc1ccc2c(c1OC)C(=O)N(c1ncn[nH]1)C2	1	-22	17	5	7	1.9	16*	25	-30
CCNC(=O)c1ccccc1-c1nc(-c2ccccc2Cl)no1	-1	-3	15	5	-5	0.9	-1	2	-2
Cc1cccc(CC2CC(=O)N(c3ccccc3)C2=O)c1 (stereo not drawn)	16	22	-3	6	-9	1.1	-2	-18	1
Cc1ccccc1NC(=O)c1cccc2nccnc12	13	4	4	-10	-4	0.9	1	-2	-10
CC(C)[C@H](NC(=O)Nc1ccc(Oc2ccccc2)cc1)C(=O)O	3	-7	-1	-15	-3	1.4	-4	5	0
Cc1c(C(=O)OC2CCCCC2)sc2nc[nH]c(=O)c12	59*	14	3	5	-13	1	-3	-10	-12
Cn1c(=O)c(-c2ccccc2N)nc2ccccc21	30	2	nt	0	-37	0.8	-5	1	3
O=C(O)c1ccc(NS(=O)(=O)c2ccc3nnn(O)c3c2)cc1	-7	-22	-3	4	0	0.9	-3	20	-7
C/C(=N/NC(=O)c1cccs1)c1ccc(NC(=O)COc2ccc(Cl)cc2)cc1	0	11	-6	-7	-2	1	-7	-9	-5
CC(Oc1ccccc1)c1ccnc2nc(/N=C/N(C)C)nn12 (stereo not drawn)	-6	2	1	-6	5	1.2	-11	0	25
O=c1c(=NNc2ccccc2Cl)c(=O)c2ccccc12	19	-3	-1	-15	nt	0.7	-8	3	7
Cc1cc(S(=O)(=O)NC(C)C)ccc1OCC(=O)N1CCOCC1	-4	-3	6	3	-3	0.9	-6	6	-24
CCOC(=O)C1=C(C)OC(N)=C(C#N)C1c1cc2cc(C)ccc2nc1N1CCCCC1 (stereo not drawn)	nt	20	nt	nt	nt	nt	-4	-17	-20
Cc1cc(C)n(-c2ccc(C(=O)Nc3ccc4c(c3)OCO4)cc2)n1	1	-7	-5	0	4	0.7	-3	7	2
Cc1[nH]c2ccccc2c(=O)c1CN1CCCCC1	3	9	11	2	-21	1	-5	-7	-8

Arranged by value in sEH inh (falling): 3 of the compounds above
Molecule	sEH inh	PostGolgi yeast	CD11b adhes inh	PLAP act	S1P2 agonist	sEH activator	S1P2 blocker
CCn1c(NC(=O)c2ccco2)c(-c2ccccc2Cl)c(=O)c2ccccc21	6	-5	-20	0.9	-9	-6	8
Cc1cc(S(=O)(=O)NC(C)C)ccc1OCC(=O)N1CCOCC1	-3	6	-3	0.9	-6	6	-24
COc1ccc2c(c1OC)C(=O)N(c1ncn[nH]1)C2	-22	17	7	1.9	16*	25	-30

Going on with the list:
SMILES	PostGolgi ctrl	sEH inh	PostGolgi yeast	Ecoli WT expand	CD11b adhes inh	PLAP act	S1P2 agonist	sEH activator	S1P2 blocker
Cc1nc(NCc2ccco2)c2c(C)c(C)sc2n1	11	-3	-5	3	83*	1.7	0	5	2
O=C(O)CCC(=O)N1CCc2cc(S(=O)(=O)N(CCc3ccccc3)Cc3ccccc3)ccc21	19	-13	11	-4	18	1.7	-4	13	-18
CN1CCN(CCc2nc3cc(NC(=O)COc4ccccc4)ccc3n2C)CC1	7	-4	3	7	-21	1	-3	4	8
Cc1ccc(-c2noc(CCC(=O)N3CCCC3)n2)cc1	4	12	2	-7	10	1.4	-4	-11	-5
COCc1cc(C2C(C(=O)c3ccco3)=C(O)C(=O)N2CCOCCO)ccc1O (stereo not drawn)	5	-5	3	6	-5	1	-2	5	6
Cc1cc(C)c2ccc(C(=O)O)nc2c1O	4	-8	-5	12	12	1.6	-4	5	-16
COc1ccc(-n2cnnc2SCC(=O)Nc2ccc(N3CCOCC3)cc2)cc1	2	12	1	-5	nt	1.3	-6	-11	9
CC(C)NC(=O)CN(CCc1ccccc1)S(C)(=O)=O	21	nt	-1	3	-27	0.9	-5	nt	10
O=C(O)C1C2C=CC3(CN(CC(O)COc4ccccc4)C(=O)C13)O2 (stereo not drawn)	4	nt	22	3	-2	1	-2	nt	7
CC(C)NC(=O)C1(O)c2ccccc2NC(=O)N1c1ccc(Cl)c(Cl)c1 (stereo not drawn)	15	nt	19	5	-25	0.9	nt	nt	nt
COc1cc2c(cc1OC)-c1cc(NCc3ccccn3)nc(=O)n1CC2	2	-10	17	5	-4	0.8	9	8	-9
CCOC(=O)CSc1nnc(Cc2cc(=O)[nH]c(=O)[nH]2)n1-c1ccc(Cl)cc1	21	-4	-4	6	-19	1.1	-5	6	-15
C=C(C)c1cccc(C(C)(C)NC(=O)N2CCN(CC)CC2)c1	0	9	6	-5	nt	nt	-3	-4	-12
Oc1ccc2ccccc2c1C1Nc2cccc3cccc(c23)N1	37*	3	-2	-1	3	1.1	1	-5	-7
O=C(NC1CCCCC1)C(c1cccs1)N(Cc1cccs1)C(=O)c1ccco1 (stereo not drawn)	19	8	-2	-14	-8	1.1	-8	-9	2

Part of the list above, in CSV form.
SMILES,PostGolgi ctrl,sEH inh,PostGolgi yeast,Ecoli WT expand,CD11b adhes inh,PLAP act,S1P2 agonist,sEH activator,S1P2 blocker
C=C(C)c1cccc(C(C)(C)NC(=O)N2CCN(CC)CC2)c1,0,9,6,-5,nt,nt,-3,-4,-12
COc1ccc(-n2cnnc2SCC(=O)Nc2ccc(N3CCOCC3)cc2)cc1,2,12,1,-5,nt,1.3,-6,-11,9
COCc1cc(C2C(C(=O)c3ccco3)=C(O)C(=O)N2CCOCCO)ccc1O (stereo not drawn),5,-5,3,6,-5,1,-2,5,6
CN1CCN(CCc2nc3cc(NC(=O)COc4ccccc4)ccc3n2C)CC1,7,-4,3,7,-21,1,-3,4,8
Oc1ccc2ccccc2c1C1Nc2cccc3cccc(c23)N1,37*,3,-2,-1,3,1.1,1,-5,-7

Source: PubChem BioAssay (several laboratories)
